High-throughput results: PubChem BioAssay, National Center for Advancing Translational Sciences (NCATS)
Nrf2 block: inhibitors of Nrf2 signaling; A549 ARE-Fluc reporter, luciferase luminescence, 18-24 h; Potency, µM (doses to about 46 µM), without a hit: at the highest dose activity change, negative = inhibition, hits mostly inhibitors; 360,000 compounds, 2.1% hits; further: potency means the concentration at half of the fitted maximal effect; on the % scale 0 is the no-effect control and ±100 the full control effect; nearly all actives have a fitted effect of over 60% in size
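Reporter: ARE-Fluc in A549. Exposure: 18-24 h, 37 °C, 5% CO2, 5% FBS OPTI-MEM. Readouts: fluorescent cytotoxicity (CellTiter-Fluor), then luminescent Nrf2 signal after BugLite.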
TGFb SMAD3 inh: inhibitors of TGF-b signaling; HepG2 CAGA-GFP TGF-b/SMAD3 reporter, GFP fluorescence, 18 h; TGF-beta stimulated, 500 pg/mL final; Potency, µM (top dose mostly 46.1 µM), without a hit: top-dose activity, negative = inhibition, usual class: inhibitors; 410,000 compounds, 1.2% hits; AID 588855; further: potency means the concentration at half of the fitted maximal effect; on the % scale 0 is the no-effect control and ±100 the full control effect; nearly all actives have a fitted effect of over 65% in size
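Read-out: total well GFP (ex488/em500-530) summed from mean per-cell fluorescence. Cells: HEPG2 CAGA-GFP, 1% FBS DMEM, 18 h at 37 degrees C with 500 pg/mL final TGF-beta. Unstimulated wells served as the full-inhibition control; stimulated DMSO wells = 0%.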
HepG2 viability: kills HepG2 cells in TGF-b inhibitor counter-screen; Potency, µM (top dose mostly 46.1 µM), without a hit: top-dose activity change, negative = cytotoxicity, hits mostly cytotoxic; HepG2 CAGA-GFP viability, ATP luminescence, 18 h; 410,000 compounds, 0.76% hits; further: potency means the concentration at half of the fitted maximal effect; some results filed as inactive show a strong effect at the top dose
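HepG2 CAGA-GFP cells (1000/well, DMEM with 1% FBS) received compound, then TGF-beta at 500 pg/mL final, and were incubated 18 hours at 37 degrees C. Viability was read by CellTiter-Glo luminescence. Media-only wells were set as complete cell-killing and DMSO as no toxicity.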
Nrf2 ARE act: activators of Nrf2 (ARE) signaling. AREc32 ARE-luciferase reporter (MCF7-derived line), luminescence, 24 h. Potency, µM (series often up to 46.1 µM), without a hit: at the highest dose activation, usual class: activators. 410,000 compounds, 0.31% hits. AID 624171; further: potency means the concentration at half of the fitted maximal effect; % of control where 0% means no effect; nearly all actives have a fitted effect of over 65% in size
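Each well held 1000 AREc32 cells, which were incubated with compound for 24 hr at 37 deg C after overnight attachment, and ARE reporter activity was quantified by firefly luciferase luminescence.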
CCT chaperon mod: changes cytosolic chaperonin activity; purified chaperonin ATPase assay, HTRF ADP detection, 30 min; activity change, % (concentration not given with the values), hits read low; 360,000 compounds, 0.3% hits; in the data active means activity change below about -30%; further: on the % scale 0 is the no-effect control and ±100 the full control effect
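Enzyme 40 or 20 nM (batch-dependent) in Tris pH 7.4/KCl/MgCl2/DTT; cpd 76 uM single point; ATP 10 uM; 30 min 37 °C; Transcreener ADP HTRF detection, 30 min RT; ratio 665/615.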
S2 tox: cell viability loss in ATXN counter-screen | S2 cells (HEK-293 line with an ATXN2-luciferase reporter) viability, CellTiter-Fluor protease fluorescence, 24 h | Potency, µM (titrated, usually from 56.7 µM), usual class: cytotoxic | 400,000 compounds, 0.49% hits; further: potency means the concentration at half of the fitted maximal effect; nearly all actives have a fitted effect of over 40% in size
MmCpn inh: M. maripaludis TRiC chaperonin inhibition. Potency, µM (titrated, usually from 76.9 µM), for inactives: top-dose activity, negative = inhibition, most hits filed as inhibitors. purified Mm-Cpn ATPase, ADP Transcreener TR-FRET. AID 504842. 330,000 compounds, 0.031% hits; further: potency means the concentration at half of the fitted maximal effect; on the % scale 0 is the no-effect control and ±100 the full control effect; nearly all actives have a fitted effect of over 80% in size
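25 nM Mm-CPN + cpd, 10 min 37°C; + 10 uM ATP, 30 min 37°C; buffer 30 mM Tris pH 7.4, 100 mM KCl, 5 mM MgCl2, 1 mM DTT; Transcreener ADP HTRF detection 30 min RT.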
pAkt inh: Akt phosphorylation inhibition; activity change, % for hits at 50 µM; 360,000 compounds, 0.32% hits; Neuro2A IGF-stimulated pAkt S473 HTRF, 20 min; stronger effect = lower value; in the data active means activity change below about -80%; inconclusive means mostly about -51% to -80%; further: on the % scale 0 is the no-effect control and ±100 the full control effect
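Neuro2A cells in DMEM with 0.5% FBS, overnight at 37 deg C, given compound at single 50 µM final, then IGF (6 nM final) for 20 min at 37 deg C. Lysed; phospho-Akt Ser473 by HTRF after 24 h, 665/615 ratio.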
A549 viability: A549 cytotoxicity, counter-screen for Nrf2 inhibitors. A549 ARE-Fluc cells, CellTiter-Fluor viability, 18-24 h. Potency, µM (highest dose often 46 µM), for the others: at the top dose activity change, negative = cytotoxicity, hits mostly inhibitors. 390,000 compounds, 0.16% hits; further: potency means the concentration at half of the fitted maximal effect; on the % scale 0 is the no-effect control and ±100 the full control effect
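Cytotoxicity counterscreen: CellTiter-Fluor fluorescence was measured in A549 ARE_Fluc cells after 18-24 h of compound exposure in a concentration series. The subsequent BugLite luminescent read reports ARE-luciferase activity.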
The depositor's hits bear a star; i = inactive; ? = inconclusive; · = no result given; & = joins results of further samples; [ ] = dose if it differs, or a comment. Unless noted, the call rests on the fitted dose curve; in most records, active means well fitted curve in the direction sought with a large enough effect; inconclusive means small, poorly fitted or top-dose-only effect, or another doubt; inactive means no such curve, though single readings can be large; an effect the other way counts as inactive or inconclusive. Rows were taken by chance. Share with any hit: about 4.4%.

Compound,Nrf2 block,TGFb SMAD3 inh,HepG2 viability,Nrf2 ARE act,CCT chaperon mod,S2 tox,MmCpn inh,pAkt inh,A549 viability
O=[N+]([O-])c1cccc(C2=NC(c3ccccc3)CO2)c1 (configuration not stated),?,-6%,-7%,17%,1.3,i,0%,i,4%
Cc1ccc(CN2CCN(C(=O)CCc3ccccc3)CC2)cc1,1%,-17%,1%,0.1%,-6.7,i,-1%,i,3%
COc1ccccc1N1C(=O)C2C(c3ccc(F)cc3)NN(C(=O)c3ccc(C)cc3)C2C1=O (configuration not stated),21%,-11%,-22%,-0.6%,-1.7,i,-3%,i,12%
CC1CC(C)CN(C(=O)COC(=O)Cc2ccc(Br)cc2)C1 (configuration not stated),-23%,-3%,-3%,-0.5%,-0.6,i,-4%,i,-1%
COc1ccccc1CC(=O)N1CCC(CCC(=O)NC2CC2)CC1,12%,-1%,-34%,0.1%,-0.8,i,-4%,i,5%
CCOC(=O)c1cc(-c2ccc(C)cc2)n(CC(=O)Nc2cccc(C(C)=O)c2)c1C,-6%,-7%,-22%,0.2%,·,i,·,·,-9%
COc1ccc(CNc2nc(NCc3ccc(OC)cc3)c3[nH]cnc3n2)cc1,11%,-27%,-29%,4.2%,-0.9,i,2%,i,0%
CCOC1=C2[C@@H](CN(S(=O)(=O)c3ccc(C)cc3)[C@H]2c2ccccc2F)[C@H]2C(=O)N(Cc3ccccc3)C(=O)[C@H]2C1,·,-27%,-20%,2.9%,-1.7,?,·,i,·
O=C(NCc1ccccn1)c1cc(S(=O)(=O)N2CCCCCC2)ccc1Cl,-28%,2%,-7%,-0.1%,-0.7,i,0%,i,0%
COc1cc2ccccc2cc1C(=O)Nc1ccncc1,12%,-16%,-6%,13%,1.1,i,-2%,i,-1%
CCOCC(=O)Nc1nnc(COc2ccc(Cl)cc2)s1,-13%,1%,4%,0.1%,-6.1,i,-2%,i,3%
COc1ccc(CCNC(=S)Nc2ccc(S(=O)(=O)Nc3ncccn3)cc2)cc1OC,-10%,-18%,-2%,-0.5%,-5.5,i,-8%,i,4%
CCOc1cc(C(=O)NCCCn2ccnc2)cc(OCC)c1OCC,7%,-4%,-17%,0.1%,0.8,i,0%,i,-2%
O=C(NCc1ccccc1)C1(C(F)(F)F)CC(CCCO)CCCO1 (configuration not stated),1%&5%,-5%&-5%,-31%&-24%,-0.2%,2.2,i,·,i,2%&-4%
O=C(CSc1nnc(-c2ccncc2)n1Cc1ccccc1)NC1CCCCC1,9%,-3%,-5%,0.0%,-0.1,i,-2%,i,1%
COc1ccccc1C(=O)NCCC(=O)Nc1ncccc1C,8%,-17%,-25%,-1.0%,-2.2,i,1%,i,-2%
O=C1NC(=O)c2cc(NC(=O)c3cccc4ccccc34)ccc21,-16%,-3%,-22%,1.6%,-0.5,i,-3%,i,3%
CCCCn1c(=O)[nH]c(=O)c2c1nc(-c1ccsc1)n2Cc1ccccc1,·,?,0%,5.9%,1.2,i,0%,i,-3%
COc1ccc(-c2cc(CNS(=O)(=O)c3ccccc3)on2)cc1,?,-8%,-12%,-0.6%,0.2,i,3%,i,0%
CC(OC(=O)c1cccs1)C(=O)NC1CC1 (configuration not stated),?,5%,-40%,-0.3%,-2.1,i,-2%,i,1%
O=C1CCC(C(=O)N2CCOCC2)CN1Cc1ccc(Cl)cc1 (configuration not stated),-1%,-3%,22%,-0.7%,-0.9,i,-1%,i,7%
CC(C)(C)c1nnc(NC(=O)COc2ccc3c(c2)OCO3)s1,?,2%,15%,3.3%,-0.6,i,1%,i,0%
Cc1ccc2c(c1)c(C)cc(=O)n2CCC(=O)O,-1%,3%,-11%,1.4%,1.4,i,1%[15.4 µM],i,10%
Cc1cc(OC(=O)c2ccccc2Cl)cc(=O)n1C,8.2µM*,-14%,6%,-2.2%,-2.5,i,0%,i,3%
CCOc1ccc(NC(=O)c2cccc(N3CCCS3(=O)=O)c2)cc1,1%,1%,1%,-0.1%,·,i,·,·,-14%
CC(/C=C1\SC(=S)N(NC(=O)c2ccc(C)cc2)C1=O)=C\c1ccccc1,?,-14%,-39%,22%,0.5,i,-1%,i,?
CCNC(=O)COC(=O)C1C(C(=O)OCC)=C(C)NC(C)=C1C(=O)OCC,5%,3%,-5%,0.3%,-0.4,i,-2%,i,-2%
COc1ccc(NC(=O)c2c(Cl)nc3ccccn23)cc1,?,-4%,-2%,4.8%,1.0,i,-2%,i,1%
Cc1ccc(Sc2cc(NCCCO)c([N+](=O)[O-])c3nonc23)cc1,2%,3%,-5%,2.6%,-1.3,i,0%,i,-7%
CCCC(=O)N1CCc2[nH]c3ccccc3c2C1,-13%,-4%,1%,0.0%,-13,i,0%,i,0%

(further entries)
Value order – Nrf2 block | TGFb SMAD3 inh | HepG2 viability | Nrf2 ARE act | CCT chaperon mod | S2 tox | MmCpn inh | pAkt inh | A549 viability
CCCNC(=O)c1c(C)nn(-c2cccc(C)c2)c1-n1cccc1
  ? | ? | -6% | -0.7% | · | · | · | · | 0%
O=C(C1=C[C@H](c2csc3ccccc23)C[C@H](OCCCCO)O1)N1CCN(Cc2ccccc2)CC1
  -15% | ? | -30% | 5.7% | -0.5 | i | · | i | -9%
Cc1ccc(O)c(C(=O)CC(=O)c2ccc(C(C)(C)C)cc2)c1
  -1% | -11% | -29% | 3.7% | 1.4 | ? | -2% | i | 0%
CCn1c(SCC(=O)Nc2nccs2)nnc1C1CC1
  -5% | 8% | -3% | 0.2% | 0.4 | i | 1% | i | 13%
CC(Oc1ccc(Br)cc1)C(=O)Nc1ncn[nH]1 (configuration not stated)
  -10% | 17% | -2% | 0.2% | · | i | · | · | 5%
Cc1ccc(N(C)C(=O)C2CCN(S(=O)(=O)c3cn(C)cn3)CC2)cc1
  · | 28% | 7% | -0.1% | · | · | · | · | 9%
c1ccc(CSc2nc3ncncc3[nH]2)cc1
  5% | 0% | 0% | 0.2% | -3.1 | i | -1% | i | 1%
CCCN(CCC)CCCNC(=O)C1c2cc(OC)c(OC)cc2C(=O)N(C)C1c1cccs1 (configuration not stated)
  -4% | -8% | -2% | -0.7% | 0.7 | i | 0% | i | 19%
Cc1ccc(-c2nnc(NC(=O)c3ccc4c(c3)OCCO4)o2)c(C)c1
  · | -14% | -18% | 0.1% | · | · | · | · | 4%
O=C(N[C@@H](Cc1ccccc1)C(=O)O)c1ccncc1
  1% | ? | -8% | -0.6% | -0.4 | i | · | i | 1%

Other compounds
Value order – Nrf2 block | TGFb SMAD3 inh | HepG2 viability | Nrf2 ARE act | CCT chaperon mod | S2 tox | MmCpn inh | pAkt inh | A549 viability
O=C(Nc1ccc(Cl)cc1)c1cccc(N2C(=O)C3C4CCC(C4)C3C2=O)c1 (configuration not stated)
  -20% | -9% | -9% | 1.7% | 1.3 | i | 1% | i | 0%
CCc1cccc(NC(=O)Cn2c(C(=O)OC)cc3sc(Cl)cc32)c1
  -24% | 0% | 1% | -0.6% | · | i | · | · | -8%
CC1CN(S(=O)(=O)c2ccc(F)cc2)CN1C(=O)N1CCOCC1 (configuration not stated)
  5% | -1% | 0% | -0.1% | -1.5 | i | 1% | i | 3%
O=Cc1ccc(OCc2nnc(-c3ccccc3Br)o2)cc1
  -17% | -1% | -4% | 2.8% | -4.4 | i | -2% | i | -7%

Arranged by SMILES length (smallest number first): part of the list above
Value order – Nrf2 block | TGFb SMAD3 inh | HepG2 viability | Nrf2 ARE act | CCT chaperon mod | S2 tox | MmCpn inh | pAkt inh | A549 viability
c1ccc(CSc2nc3ncncc3[nH]2)cc1
  5% | 0% | 0% | 0.2% | -3.1 | i | -1% | i | 1%
O=Cc1ccc(OCc2nnc(-c3ccccc3Br)o2)cc1
  -17% | -1% | -4% | 2.8% | -4.4 | i | -2% | i | -7%
Cc1ccc(-c2nnc(NC(=O)c3ccc4c(c3)OCCO4)o2)c(C)c1
  · | -14% | -18% | 0.1% | · | · | · | · | 4%
O=C(Nc1ccc(Cl)cc1)c1cccc(N2C(=O)C3C4CCC(C4)C3C2=O)c1 (configuration not stated)
  -20% | -9% | -9% | 1.7% | 1.3 | i | 1% | i | 0%
CCCN(CCC)CCCNC(=O)C1c2cc(OC)c(OC)cc2C(=O)N(C)C1c1cccs1 (configuration not stated)
  -4% | -8% | -2% | -0.7% | 0.7 | i | 0% | i | 19%
